ELG1 repair inh: inhibitors of ELG1-dependent DNA repair in HEK293T cells. actives 2.3% (n = 330,000). Potency, µM (highest dose often 46.1 µM), for the others: at the highest dose activity change, negative = inhibition, actives largely listed as inhibitors. AID 504467. HEK293T ELG1-luciferase reporter, luminescence, 16 h; DNA damage induced by 5-fluorouridine; note: potency is the fitted concentration of half-maximal effect; % is set by controls: 0 for no effect and ±100 for the full control effect; nearly all actives have a fitted effect of over 55% in size
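Luminescence from the luciferase reporter, measured 30 min after ONE-Glo reagent at room temperature, was the read-out. Beforehand, 2,000 cells per well were exposed for 16 hr at 37 °C to 5-fluorouridine together with compound or vehicle.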
Eya2 phos inh: Eya2 (human) phosphatase inhibition; AID 488837; Potency, µM (highest dose often 76.9 µM), for the others: at the top dose activity, negative = inhibition, actives largely listed as inhibitors; recombinant Eya2, OMFP fluorescence dephosphorylation (OMFP is methylfluorescein phosphate); actives 0.006% (n = 330,000); note: potency is the fitted concentration of half-maximal effect; % is set by controls: 0 for no effect and ±100 for the full control effect
Target sequence (O00167 whole entry, looked up): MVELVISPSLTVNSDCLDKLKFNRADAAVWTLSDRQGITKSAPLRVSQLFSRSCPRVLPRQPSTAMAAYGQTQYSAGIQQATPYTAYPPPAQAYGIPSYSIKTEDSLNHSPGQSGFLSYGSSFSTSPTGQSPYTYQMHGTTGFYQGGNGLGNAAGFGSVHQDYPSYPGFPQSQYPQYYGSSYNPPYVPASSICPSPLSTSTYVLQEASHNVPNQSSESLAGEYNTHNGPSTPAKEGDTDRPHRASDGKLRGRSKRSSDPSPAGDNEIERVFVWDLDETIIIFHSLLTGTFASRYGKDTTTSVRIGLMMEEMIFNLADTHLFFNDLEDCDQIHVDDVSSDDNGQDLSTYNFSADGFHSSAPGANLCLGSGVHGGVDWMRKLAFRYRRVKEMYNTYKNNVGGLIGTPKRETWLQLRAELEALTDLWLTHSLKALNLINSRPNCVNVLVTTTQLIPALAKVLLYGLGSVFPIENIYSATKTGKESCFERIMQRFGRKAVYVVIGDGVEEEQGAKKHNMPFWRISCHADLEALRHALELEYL
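Eya2 (0.2 uM) preincubated 10 min at ambient with compound, then OMFP substrate added at 50 uM; 10 min reaction in 50 mM HEPES pH 7.5, 50 mM NaCl, 5 uM MgCl2, 0.05% BSA, 1 mM DTT. Fluorescence read at Ex 485/Em 525 nm.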
TSHR antag: blocks TSH signaling through the human TSH receptor; P16473; TSHR-expressing cells, TSH-stimulated cAMP HTRF, 2 h; hits give low values; activity change, negative = inhibition, % at 11.5 µM; actives 0.2% (n = 330,000);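 active = activity change below a set negative limit, meaning inhibition stronger than a set level, cut at about -70% in these data; inconclusive = activity change between two set negative limits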; note: % is set by controls: 0 for no effect and ±100 for the full control effect
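TSHR-expressing cells were treated with compounds, then stimulated with TSH at EC80 (4nM final) for 2 hours at 37 deg C. Cellular cAMP was measured by HTRF competition between lysate cAMP and cAMP-d2 for a cryptate-labelled anti-cAMP antibody.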
A-T KAP1 phos: potential ataxia-telangiectasia treatment | Potency, µM (highest dose often 57.5 µM), for inactives: at the top dose activation, most hits filed as activators | AID 485349 | […] A-T fibroblasts, KAP-1 phosphorylation AlphaLISA; neocarzinostatin DNA damage 30 min before lysis | actives 0.19% (n = 320,000); note: potency is the fitted concentration of half-maximal effect; % of control where 0% means no effect; nearly all actives have a fitted effect of over 45% in size
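ATM-like activity read as KAP-1 phosphorylation via AlphaLISA donor/acceptor antibody pairs after lysis and 6 hr at 25C. Cells were ATM-null patient fibroblasts ([…], hTERT), dosed 60 min, then exposed to the DSB inducer NCS for 30 min.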
TCR activator: activators of T cell receptors; 330,000 tested, under 10 active; primary human leukocytes, anti-CD3, IL-2 HTRF, 48 h; Potency, µM (titrated, usually from 9.22 µM), for the others: at the top dose activation of IL-2 secretion, usual class: activators; note: % of control where 0% means no effect
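Primary human leukocytes were stimulated with a-CD3 beads plus compounds for 48 hr without co-stimulation; secreted IL-2 was quantified by HTRF using a-IL-2-K (europium cryptate) and a-IL-2-d2, excited at 320nm with acceptor emission read at 665nm.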
BCR signal inh: chronic active BCR signaling inhibition; ABC-DLBCL IkBa-CBG/CBR reporter, luminescence ratio, 4 h; Potency, µM (highest dose often 46.1 µM), without a hit: top-dose ratio change, negative = lower green/red ratio, most hits filed as inhibitors; actives 0.05% (n = 340,000); active = well fitted inhibition curve with a large enough effect in the signal ratio, with a control signal flat, not every such curve was filed as active; inconclusive = small, poorly fitted or top-dose-only effect, or effect the other way, or a change in a side signal; the % refers to the signal ratio;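 note: potency is the fitted concentration of half-maximal effect; plate controls were basal doxycycline-induced cells for no effect and cells given 10 µM MG132 for full effect; MG132 reads +100%, hits lower the ratio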
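TMD8 ABC-DLBCL cells carrying doxycycline-inducible green luciferase fused to IkappaBalpha plus unfused red luciferase were exposed to compounds (up to 46 uM) for 4 hrs at 37C. Activity came from the overlap-corrected green/red luminescence ratio.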
Mito fusion act: inhibitors of mitochondrial division or activators of mitochondrial fusion. Potency, µM (doses to about 46.1 µM), inactives show top-dose growth rescue (activation), hits mostly activators. AID 485298. S. cerevisiae fusion-defective mutant growth rescue, CellTiterGlo 48 h. actives 0.23% (n = 320,000);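 note: potency is the fitted concentration of half-maximal effect; % of control where 0% means no effect; nearly all actives have a fitted effect of over 45% in size; temperature-sensitive fusion mutants such as fzo1-1 at 37 °C on non-fermentable ethanol glycerol medium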
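S. cerevisiae fusion-defective temperature-sensitive mutants (e.g. fzo1-1, mgm1-5) grown 48 h at 37C in YPEG (ethanol/glycerol non-fermentable) medium with 23 nl compound per well; growth rescue read as CellTiterGlo luminescence.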
Tb PFK inh: T. brucei PFK enzyme inhibition; O15648; T. brucei PFK, ADP-Glo luminescence; Potency, µM (series often up to 57.5 µM), for inactives: at the highest dose activity, negative = inhibition, most hits filed as inhibitors; actives 0.17% (n = 330,000); AID 485367;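 note: potency is the fitted concentration of half-maximal effect; 0% = uninhibited 1x PFK enzyme wells and -100% = no-enzyme wells; nearly all actives have a fitted effect of over 60% in size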
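ADP-Glo luminescence quantified ADP after 45 min at room temperature, with 1.25 nM T. brucei PFK, 0.1 mM ATP and 0.5 mM fructose-6-phosphate in pH 8.0 TEA buffer. qHTS titrations up to 57 µM; curves classified by quality.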
Integrin act MD: integrin-mediated muscular dystrophy alleviation activation. alpha7betagal myoblasts, beta-gal FDG fluorescence, 48 h. Potency, µM (doses to about 38.3 µM), for inactives: top-dose activation, most hits filed as activators. actives 0.064% (n = 350,000);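 note: potency is the fitted concentration of half-maximal effect; 100% = response of the positive control SU9516; nearly all actives have a fitted effect of over 60% in size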
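Alpha7betagal+/- myoblasts (passage 13) were plated 16-24 hr, then exposed to compounds (1:260 dilution of DMSO stock) for 48 hours at 37C. After MPER lysis, β-galactosidase reporter activity was read as FDG fluorescence (ex 480/em 540) after 30 minutes.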
ASM inhibitor: inhibitors of human secretory acid sphingomyelinase | actives 0.006% (n = 340,000) | placental ASM, HMU-PC fluorogenic substrate, 60 min | P17405 | Potency, µM (series often up to 57.5 µM), for the others: at the top dose activity change, negative = inhibition, usual class: inhibitors | AID 504937; note: potency is the fitted concentration of half-maximal effect
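Fluorescence read-out (Ex 386 nm, Em 447 nm) after stopping the reaction at pH 10. Enzyme: ASM from human placenta; substrate HMU-PC0, 9 uM final; 60 min, 37 °C. Compound preincubation 10 min, ambient temperature.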
PTAP TSG101 blk: blocks PTAP/TSG101 interaction to inhibit HIV-1 budding | Q99816 | 340,000 tested, under 10 active | Fluorescence polarization, FITC-PTAP peptide / Tsg101 binding | Potency, µM (highest dose often 115 µM), for inactives: at the top dose activity change, negative = inhibition, most hits filed as inhibitors; active = well fitted inhibition curve with a large enough effect in the main read-out, with a control signal flat, not every such curve was filed as active; inconclusive = small, poorly fitted or top-dose-only effect, or effect the other way, or a change in a side signal; inactive = no such curve, though single readings can be large or run the other way; note: potency is the fitted concentration of half-maximal effect; % of control where 0% means no effect
Target sequence (Q99816 whole entry, looked up): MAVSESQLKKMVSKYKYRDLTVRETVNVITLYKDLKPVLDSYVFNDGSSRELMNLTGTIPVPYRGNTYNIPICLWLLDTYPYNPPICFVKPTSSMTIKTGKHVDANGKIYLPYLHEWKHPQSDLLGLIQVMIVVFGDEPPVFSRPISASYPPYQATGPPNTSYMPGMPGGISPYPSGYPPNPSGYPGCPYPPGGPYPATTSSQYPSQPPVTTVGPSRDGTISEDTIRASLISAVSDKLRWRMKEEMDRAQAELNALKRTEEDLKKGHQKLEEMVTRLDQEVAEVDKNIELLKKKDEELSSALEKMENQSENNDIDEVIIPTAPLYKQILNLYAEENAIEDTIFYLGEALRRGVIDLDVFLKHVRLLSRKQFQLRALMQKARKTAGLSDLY
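Tsg101 binding domain (10 uM final) was mixed with compound and a FITC-labeled PTAP peptide (50 nM final) in HEPES pH 7.5 buffer with NaCl, Tween 20, EDTA and TCEP; fluorescence polarization was read after 20 min at r.t.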
* hit, by the source's call; [ ] = dose if it differs, or a comment. Unless noted, calls come from the whole dose curve; as a rule, active = well fitted curve in the direction sought with a large enough effect; inconclusive = small, poorly fitted or top-dose-only effect, or another doubt; inactive = no such curve, though single readings can be large; an effect the other way counts as inactive or inconclusive.

What do the screens show for `COC(=O)c1ccc(NC(=O)Nc2ccc3c(c2)nc(C)n3C)cc1`?
ELG1 repair inh: 13%; Eya2 phos inh: 3%; TSHR antag: 2; A-T KAP1 phos: -2%; TCR activator: 2%; BCR signal inh: 0%; Mito fusion act: -5%; Tb PFK inh: -4%; Integrin act MD: 4%; ASM inhibitor: -1%; PTAP TSG101 blk: -4%

What do the screens show for `CN(C(=O)CSc1nncn1C)C1CCCN(Cc2ccccc2F)C1` (centres undefined)?
ELG1 repair inh: -9%; Eya2 phos inh: 7%; TSHR antag: -15; A-T KAP1 phos: 7%; TCR activator: -2%; BCR signal inh: inconclusive; Mito fusion act: -1%; Tb PFK inh: -2%; Integrin act MD: 15%; ASM inhibitor: 4%; PTAP TSG101 blk: 0%

What do the screens show for `O=C(Nc1ccc(Cl)c(S(=O)(=O)N2CCOCC2)c1)c1ccc2c(c1)OCO2`?
ELG1 repair inh: 6.5µM*; Eya2 phos inh: -16%; TSHR antag: -16; A-T KAP1 phos: 23%; TCR activator: -6%[46.1 µM]; BCR signal inh: inconclusive; Tb PFK inh: 2%; Integrin act MD: 22%; ASM inhibitor: -4%; PTAP TSG101 blk: -3%

Results for CCOc1ccccc1NC(=O)c1cccc(NC(=O)C2CCCC2)c1 ?
ELG1 repair inh: inconclusive; Eya2 phos inh: 15%; TSHR antag: 0; A-T KAP1 phos: -3%; TCR activator: 4%; BCR signal inh: 15%; Mito fusion act: -1%; Tb PFK inh: -2%; Integrin act MD: inconclusive; ASM inhibitor: 0%; PTAP TSG101 blk: 2%

What do the screens show for `Oc1c(C(c2ccccc2)N2CCN(Cc3ccccc3)CC2)sc2ncnn12` (centres undefined)?
ELG1 repair inh: -1%; Eya2 phos inh: 4%; TSHR antag: -5; A-T KAP1 phos: 8%; TCR activator: 6%; BCR signal inh: 0%; Mito fusion act: 0%; Tb PFK inh: -4%; Integrin act MD: 5%; ASM inhibitor: 2%; PTAP TSG101 blk: -5%

Results for COc1ccc(-c2c(-c3ccc(OC)nc3)c3ccccc3n2C)cc1 ?
ELG1 repair inh: 8%; Eya2 phos inh: -19%; TSHR antag: -2; A-T KAP1 phos: -4%; TCR activator: -9%; BCR signal inh: -2%; Tb PFK inh: 0%; Integrin act MD: -18%; ASM inhibitor: 22%; PTAP TSG101 blk: 0%

What do the screens show for `Cc1noc(C)c1S(=O)(=O)N1CCCC(C(=O)N2CCc3ccccc3C2)C1` (centres undefined)?
ELG1 repair inh: inconclusive; Eya2 phos inh: -5%; TSHR antag: -1; A-T KAP1 phos: -17%; TCR activator: -4%; BCR signal inh: -12%; Mito fusion act: -2%; Tb PFK inh: -4%; Integrin act MD: -21%; ASM inhibitor: 1%; PTAP TSG101 blk: -1%

How did COc1ccc(OCC(=O)NC(=S)Nc2ccc(S(=O)(=O)Nc3cc(C)on3)cc2)cc1 do in these assays?
ELG1 repair inh: 5%; Eya2 phos inh: 3%; TSHR antag: 3; A-T KAP1 phos: -4%; TCR activator: -1%; BCR signal inh: -1%; Mito fusion act: -2%; Tb PFK inh: -2%; Integrin act MD: 8%; PTAP TSG101 blk: -5%

What do the screens show for `C=CCC1(CC=C)CCCN1C(=O)CC1C(=O)NCCN1Cc1cccc(OC)c1OC` (centres undefined)?
ELG1 repair inh: -1%; Eya2 phos inh: 4%; TSHR antag: -11; A-T KAP1 phos: 3%; TCR activator: 0%; BCR signal inh: 1%; Mito fusion act: 0%; Tb PFK inh: 6%; Integrin act MD: -15%; ASM inhibitor: 3%; PTAP TSG101 blk: -2%

Results for CCOC(=O)N1CCN(C(=O)COc2ccccc2Cl)CC1 ?
ELG1 repair inh: 2%; Eya2 phos inh: -17%; TSHR antag: -10; A-T KAP1 phos: 1%; TCR activator: 0%[46.1 µM]; BCR signal inh: -2%; Mito fusion act: -6%; Tb PFK inh: 0%; Integrin act MD: -27%; ASM inhibitor: 6%; PTAP TSG101 blk: -5%

Results for Cc1cc(C(=O)CN2C(=O)NC3(CCCCC3)C2=O)c(C)n1C ?
ELG1 repair inh: inconclusive; Eya2 phos inh: 5%; TSHR antag: -7; A-T KAP1 phos: -3%; TCR activator: 2%; BCR signal inh: 6%; Mito fusion act: -2%; Tb PFK inh: -1%; Integrin act MD: -18%; ASM inhibitor: -3%; PTAP TSG101 blk: 0%

Results for COc1ccc(/C=C2/SC(=O)N(CCNC(=O)CC(NC(C)=O)c3ccccc3)C2=O)cc1 (centres undefined) ?
ELG1 repair inh: inconclusive; Eya2 phos inh: -17%; TSHR antag: 2; A-T KAP1 phos: -5%; TCR activator: 3%; BCR signal inh: inconclusive; Mito fusion act: 1%; Tb PFK inh: 1%; Integrin act MD: 14%; ASM inhibitor: -1%; PTAP TSG101 blk: 0%

What do the screens show for `O=C(O)CCC(=O)Nc1ccc2c(c1)oc1ccccc12`?
ELG1 repair inh: 12%; Eya2 phos inh: -28%; TSHR antag: -2; A-T KAP1 phos: -2%; TCR activator: 3%; Mito fusion act: 5%; Tb PFK inh: -4%; Integrin act MD: 8%; ASM inhibitor: 1%; PTAP TSG101 blk: -8%

Results for O=C(c1cccs1)n1nc(-c2ccco2)nc1SCc1ccccc1 ?
ELG1 repair inh: inconclusive; Eya2 phos inh: 22%; TSHR antag: -8; A-T KAP1 phos: -5%; TCR activator: -3%; BCR signal inh: inconclusive; Mito fusion act: 2%; Tb PFK inh: 1%; Integrin act MD: 27%; ASM inhibitor: -9%; PTAP TSG101 blk: 0%

What do the screens show for `CCOC(=O)c1cccc(NC(=O)CSc2nnc(C)n2CC2CCCO2)c1` (centres undefined)?
ELG1 repair inh: inconclusive; Eya2 phos inh: -14%; TSHR antag: -1; A-T KAP1 phos: -11%; TCR activator: 6%; BCR signal inh: -4%; Mito fusion act: 1%; Tb PFK inh: 4%; Integrin act MD: -6%; ASM inhibitor: 9%; PTAP TSG101 blk: -2%

What do the screens show for `COC(=O)Cc1ccc(NC(=S)NCCO)cc1`?
ELG1 repair inh: -1%; Eya2 phos inh: 18%; TSHR antag: -3; A-T KAP1 phos: -11%; TCR activator: 0%; BCR signal inh: 3%; Mito fusion act: -1%; Tb PFK inh: -3%; Integrin act MD: -1%; ASM inhibitor: 0%; PTAP TSG101 blk: -1%

How did O=C(CSCc1cnn(-c2ccccc2)c1-n1cccc1)NCc1cccs1 do in these assays?
ELG1 repair inh: -19%; Eya2 phos inh: -4%; TSHR antag: -8; TCR activator: 4%; BCR signal inh: inconclusive; Mito fusion act: 13%; Tb PFK inh: 2%; Integrin act MD: -8%; ASM inhibitor: -2%; PTAP TSG101 blk: -2%

Results for Brc1ccccc1-n1nnc(-c2ccnc3ccccc23)n1 ?
ELG1 repair inh: -13%; Eya2 phos inh: 10%; TSHR antag: -25; A-T KAP1 phos: -10%; TCR activator: 1%; BCR signal inh: -2%; Mito fusion act: -1%; Tb PFK inh: 1%; Integrin act MD: -23%; ASM inhibitor: -13%; PTAP TSG101 blk: -3%

What do the screens show for `CSCC[C@H](NC(=O)OC(C)(C)C)C(=O)N1CCC(C(=O)N[C@H](C(=O)O)C(C)C)CC1`?
ELG1 repair inh: 2%; Eya2 phos inh: 18%; TSHR antag: -1; A-T KAP1 phos: 8%; TCR activator: 1%; BCR signal inh: 6%; Mito fusion act: -1%; Tb PFK inh: -3%; Integrin act MD: -1%; ASM inhibitor: -1%; PTAP TSG101 blk: -5%

Screening results (PubChem)
